From PubChem
EBV LMP1 NFkB = EBV LMP1-driven NF-kappaB luciferase reporter inhibitors, primary screen, cell-based, luminescence, single point; LMP1-induced NF-kappaB luciferase reporter cells; inhibition, % at 12.5 µM; actives 0.69% (n = 350,000); in the data active = inhibition above about 41%;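 also: 0% = neutral control wells and 100% = reference inhibitor control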
Peg3 prom inh = Peg3 promoter-driven luciferase inhibitors, primary screen, cell-based, HeLa, luciferase luminescence; HeLa PEG-Prom luciferase reporter, overnight; inhibition, % at 20 µM; actives 1.7% (n = 360,000);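 active = inhibition of at least 50% at 20 µM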
NR2E3 ag-1 = inhibitors of NR2E3-RetCOR corepressor binding, primary screen, NR2E3 agonist project, biochemical, TR-FRET, GST-NR2E3, biotin-RetCOR; actives 0.12% (n = 320,000); 1536-well; inhibition of corepressor binding, % at 4.78 µM; AID 2300, 2010; Photoreceptor-specific nuclear receptor (Homo sapiens), Q9Y5X4;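 active = percent inhibition above the cutoff of mean plus 3 SD of all tested compounds, set per screening campaign, cut at about 20% in these data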;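 also: 0% = DMSO wells and 100% = biotin wells as full block of FRET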
Target sequence (Q9Y5X4 whole entry, looked up): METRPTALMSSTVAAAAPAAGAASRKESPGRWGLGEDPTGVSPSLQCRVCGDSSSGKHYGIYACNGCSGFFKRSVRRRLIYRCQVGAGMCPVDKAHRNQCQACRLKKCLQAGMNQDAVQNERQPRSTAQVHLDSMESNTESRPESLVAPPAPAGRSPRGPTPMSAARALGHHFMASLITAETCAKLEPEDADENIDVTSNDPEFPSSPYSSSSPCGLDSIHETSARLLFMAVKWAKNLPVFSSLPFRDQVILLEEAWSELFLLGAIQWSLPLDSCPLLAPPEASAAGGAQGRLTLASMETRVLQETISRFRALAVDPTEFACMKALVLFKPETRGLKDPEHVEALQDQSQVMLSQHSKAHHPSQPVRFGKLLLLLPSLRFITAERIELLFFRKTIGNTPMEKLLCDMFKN
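Test system – NR2E3–RetCOR corepressor complex · Quantity – NR2E3 fusion 1.35 nM · Buffer or medium – Tris pH 7.5 · Incubation – Compound–protein incubation for 5 h at 4 °C · Technique – TR-FRET, Eu(K)-anti-GST donor, streptavidin-D2 acceptor, ex 340, em 617/671 nm · Evaluation – percent inhibition of 671/617 nm emission ratio versus biotin and DMSO controls · Plate – 1536-well format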
CF NFkB inh = inhibitors of PAF-induced NF-kB signaling, primary screen, cell-based, GFP fluorescence, uHTS; KKLEB NF-kB-GFP reporter, GFP fluorescence overnight; inhibition, % at 5 µM; actives 0.86% (n = 360,000);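 active = at least 50% inhibition at 5 µM, scaled per plate between neutral and stimulator controls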;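 also: PAF is a Pseudomonas aeruginosa culture filtrate used as stimulus; plate controls were PAF-stimulated DMSO wells for no effect and unstimulated DMSO wells for full effect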
TRAIL sens C8 = viability loss with TRAIL in NB7+C8 cells, primary screen, TRAIL sensitizer project, cell-based, ATPlite luminescence | actives 1% (n = 360,000) | inhibition (viability loss, TRAIL sensitization), % at 10 µM;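 active = compounds causing at least 50% loss of cell viability in the single-dose screen, relative to plate controls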
HIF-2a block = HIF-2a reporter inhibitors, primary screen, luminescence, 786-0 RCC cells. actives 0.72% (n = 360,000). 786-0 RCC cells HIF-2a reporter, luciferase luminescence, overnight. inhibition, % at 18.8 µM;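 active = inhibition of the luminescence signal of 40% or more relative to plate controls, in a single-dose primary screen at 18.75 µM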
KKLEB tox = cytotoxicity in KKLEB CF airway cells, primary screen, cytotoxicity control for CF NF-kB inhibitor project, cell-based, uHTS, fluorescence assay plates; actives 0.36% (n = 360,000); KKLEB CF airway cells viability, ATPlite luminescence, overnight; hits give low values; cells stimulated with P. aeruginosa culture filtrate; activity change (cytotoxicity), % at 5 µM;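 active = corrected activity change at or below -50% at 5 µM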
NR2E3 ag-2 = NR2E3 agonists in two-hybrid cells, primary screen, cell-based, luminescence, CHO-S, Gal4-NCOR/VP16-NR2E3 | Photoreceptor-specific nuclear receptor (Homo sapiens), Q9Y5X4 | luciferase | inhibition of corepressor binding, % at 3.98 µM | actives 0.35% (n = 360,000) | AID 602229, 2012;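 active = inhibition above the mean of all tested compounds plus 3 SD, cut at about 70% in these data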;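 also: 0% = DMSO with NR2E3 transfected cells and 100% = cells lacking NR2E3 construct; higher means lower luciferase signal from less NR2E3 corepressor binding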
Shn3 inh set2 = reduction of Shn3 3'UTR firefly luciferase signal, primary screen, Schnurri-3 inhibitor project, cell-based, Clone20 osteoblasts, set 2; inhibition, % at 12.5 µM; AID 588674, 2011; actives 0.52% (n = 360,000); Clone20 osteoblast Shn3 3'UTR firefly luciferase, 24 h;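 active = mean inhibition of at least 75% with every replicate also reaching 75%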;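 also: 0% = median of neutral control wells and 100% = pilot-screen positive control compound; some compounds past the cut are filed as inactive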
iPSC survival up = enhancers of single-cell hiPSC survival, primary screen, ATPlite luminescence; 100% = ROCK inhibitor wells, 0% = DMSO; survival enhancement, % at 20 µM; actives 0.044% (n = 360,000); in the data active = survival enhancement above about 18%;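 also: cells exposed to compounds for 16 hours before the ATP read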
MITF TRPM1 inh = inhibitors of MITF-dependent TRPM1 promoter reporter, primary screen, cell-based, SK-MEL-5, single point, luciferase; AID 488899, 2010; actives 0.83% (n = 330,000); inhibition, % at 12.5 µM; SK-MEL-5 TRPM1 promoter luciferase, 24 h;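 active = mean inhibition across replicates of 60% or more, whatever share of single replicates reaches that level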; also: values of inactives mirror those of a sister screen read the other way
* hit, by the source's call; / = no result given.

SMILES	EBV LMP1 NFkB	Peg3 prom inh	NR2E3 ag-1	CF NFkB inh	TRAIL sens C8	HIF-2a block	KKLEB tox	NR2E3 ag-2	Shn3 inh set2	iPSC survival up	MITF TRPM1 inh
CC(=O)c1ccc(NC(=O)[C@@H]2CCCN2C(=O)OC(C)(C)C)cc1	-8	-134	-3	-18	5	-183	12	-4	-47	-0.7	-28
Cc1ccc(SCC(=O)OCC(=O)N(C)C2CCS(=O)(=O)C2)cc1C (configuration not stated)	-5	16	-2	10	-4	0	-2	-25	-9	-2.4	-2
COc1cccc(C(=O)Nc2cc3c(cc2Br)OCCCO3)c1	-43	-238	-6	-2	29	-242	12	-140	-51	-2.1	-69
CC(=O)C1(O)CCC2C3CC(C)C4=CC(=O)C=CC4(C)C3(F)C(O)CC21C (configuration not stated)	1	-7	/	71*	2	21	36	14	-3	3.1	-6
COc1cc(C=O)ccc1OCc1cn(CC(=O)c2ccc(O)cc2)nn1	1	1	/	-6	-24	14	11	-19	2	-1.3	-1
Cc1cc(COc2ccccc2OCc2cc(C)no2)on1	24	5	-3	-32	-22	-1	-9	-18	11	1.2	-8
CCSc1ccccc1C(=O)n1nnc2ccccc21	-1	70*	0	61*	19	26	-19	-39	73	1.2	69*
COC(=O)N1N=C(c2ccc(Br)cc2)CC1(O)C(F)(F)F (configuration not stated)	-16	-219	0	-13	16	-209	12	-134	-47	-2.3	-60
COC(=O)CCC(C)N1CCC(Oc2ccc(C(=O)NCc3ccccn3)cc2)CC1 (configuration not stated)	-7	2	/	1	13	8	-7	-22	6	1.0	-13
CCOC(=O)N1CCN(c2ccc(C(=O)c3ccccc3)cc2F)CC1	-12	-163	1	10	-7	3	-1	-59	-5	1.3	-17
Cc1c(NC(=O)Nc2ccccc2[N+](=O)[O-])c(=O)n(-c2ccccc2)n1C	3	14	2	-29	-13	11	10	-22	-1	0.7	3
Cc1ccc([C@H]2N[C@]3(CCCN(Cc4ccc(Cl)cc4)C3=O)[C@H]3C(=O)N(C)C(=O)[C@@H]23)cc1	3	4	/	-16	-13	-1	11	-27	-8	-0.7	/

Some of these compounds in order of number of heavy atoms, largest number first:
SMILES	EBV LMP1 NFkB	Peg3 prom inh	NR2E3 ag-1	CF NFkB inh	TRAIL sens C8	HIF-2a block	KKLEB tox	NR2E3 ag-2	Shn3 inh set2	iPSC survival up	MITF TRPM1 inh
Cc1ccc([C@H]2N[C@]3(CCCN(Cc4ccc(Cl)cc4)C3=O)[C@H]3C(=O)N(C)C(=O)[C@@H]23)cc1	3	4	/	-16	-13	-1	11	-27	-8	-0.7	/
COC(=O)CCC(C)N1CCC(Oc2ccc(C(=O)NCc3ccccn3)cc2)CC1 (configuration not stated)	-7	2	/	1	13	8	-7	-22	6	1.0	-13
CC(=O)C1(O)CCC2C3CC(C)C4=CC(=O)C=CC4(C)C3(F)C(O)CC21C (configuration not stated)	1	-7	/	71*	2	21	36	14	-3	3.1	-6
CCOC(=O)N1CCN(c2ccc(C(=O)c3ccccc3)cc2F)CC1	-12	-163	1	10	-7	3	-1	-59	-5	1.3	-17
Cc1ccc(SCC(=O)OCC(=O)N(C)C2CCS(=O)(=O)C2)cc1C (configuration not stated)	-5	16	-2	10	-4	0	-2	-25	-9	-2.4	-2
CC(=O)c1ccc(NC(=O)[C@@H]2CCCN2C(=O)OC(C)(C)C)cc1	-8	-134	-3	-18	5	-183	12	-4	-47	-0.7	-28
COc1cccc(C(=O)Nc2cc3c(cc2Br)OCCCO3)c1	-43	-238	-6	-2	29	-242	12	-140	-51	-2.1	-69
Cc1cc(COc2ccccc2OCc2cc(C)no2)on1	24	5	-3	-32	-22	-1	-9	-18	11	1.2	-8
COC(=O)N1N=C(c2ccc(Br)cc2)CC1(O)C(F)(F)F (configuration not stated)	-16	-219	0	-13	16	-209	12	-134	-47	-2.3	-60
CCSc1ccccc1C(=O)n1nnc2ccccc21	-1	70*	0	61*	19	26	-19	-39	73	1.2	69*

The main list resumes, starting two compounds before the break.
SMILES	EBV LMP1 NFkB	Peg3 prom inh	NR2E3 ag-1	CF NFkB inh	TRAIL sens C8	HIF-2a block	KKLEB tox	NR2E3 ag-2	Shn3 inh set2	iPSC survival up	MITF TRPM1 inh
Cc1c(NC(=O)Nc2ccccc2[N+](=O)[O-])c(=O)n(-c2ccccc2)n1C	3	14	2	-29	-13	11	10	-22	-1	0.7	3
Cc1ccc([C@H]2N[C@]3(CCCN(Cc4ccc(Cl)cc4)C3=O)[C@H]3C(=O)N(C)C(=O)[C@@H]23)cc1	3	4	/	-16	-13	-1	11	-27	-8	-0.7	/
O=C(/C=C/c1ccc([N+](=O)[O-])s1)N1CCCC1	-71	29	4	3	6	8	-1	-5	-3	-0.4	85*
COc1ccccc1C(=O)N/C(=C\c1cn(C)c2ccccc12)C(=O)N1CCOCC1	-8	1	-4	-1	-15	2	-6	-6	-27	0.7	1
CC(C)(C(N)=O)c1ccccc1	0	0	1	-8	-19	11	5	-31	23	-0.5	-2
Cc1cccc(COCC(CC(C)C)N2CCN(C(=O)c3ccc(C(C)(C)C)cc3)CCC2=O)c1 (configuration not stated)	6	39	5	6	10	-10	-6	31	13	-1.1	12
O=C(c1noc2c1CCc1ccccc1-2)N1CCCc2ccccc21	-23	-85	-1	-1	0	-191	1	-33	7	1.6	-18
CCOC(=O)c1[nH]c(C)c(C(=O)NCCCOC(C)C)c1C	2	11	-4	-15	-7	-4	10	-11	2	-1.7	2
Cc1ccc(NC(=O)CSc2nc(N)cc(=O)[nH]2)cc1Cl	1	-4	4	-10	1	15	-2	-27	7	-0.6	-5
O=C(c1ccccc1Br)N1CCCC(c2nc(-c3cccs3)no2)C1 (configuration not stated)	-18	-69	1	6	10	-141	10	-61	10	-1.2	-29
Nc1nc(-c2ccc([N+](=O)[O-])cc2)cs1	-7	-110	-2	-19	1	-87	7	-91	-6	1.6	-31
COc1ccc(-c2cc(-c3n[nH]c(=S)n3-c3ccccc3Cl)[nH]n2)cc1	3	12	4	-20	-2	24	-12	3	4	-0.2	12
CC(C)(C)c1ccc(C(=O)NNC(=O)Cc2ccccc2)cc1	-8	-49	2	-2	-5	-106	-1	-38	-47	-1.5	-44

Single entries from the list:
CC(C)(C(N)=O)c1ccccc1 @ TRAIL sens C8: -19
Cc1ccc(NC(=O)CSc2nc(N)cc(=O)[nH]2)cc1Cl @ CF NFkB inh: -10

Some of the compounds tested; count on the stated rates, not on these rows.
